phage Ecoli inh – E. coli growth loss with phage present; growth absorbance; inhibition, % at 11.9 µM; hit rate 0.26% among 360,000; AID 651602; in the data active = inhibition above about 11%
HTR5A inv ctr – HTR5A inverse agonism, opioid heterodimer counter-screen; hit rate 0.083% among 340,000; P47898; AID 504634; HTR5A cell line, luminescence; inhibition, % at 9.3 µM; in the data active = inhibition mostly above about 23%, no sharp cut-off; inactive = mostly below about 18%;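 also: 0% = cells with DMSO and 100% = no-cell wells with DMSO; some compounds called inactive have numbers as strong as hits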
Target sequence (P47898 whole entry, looked up): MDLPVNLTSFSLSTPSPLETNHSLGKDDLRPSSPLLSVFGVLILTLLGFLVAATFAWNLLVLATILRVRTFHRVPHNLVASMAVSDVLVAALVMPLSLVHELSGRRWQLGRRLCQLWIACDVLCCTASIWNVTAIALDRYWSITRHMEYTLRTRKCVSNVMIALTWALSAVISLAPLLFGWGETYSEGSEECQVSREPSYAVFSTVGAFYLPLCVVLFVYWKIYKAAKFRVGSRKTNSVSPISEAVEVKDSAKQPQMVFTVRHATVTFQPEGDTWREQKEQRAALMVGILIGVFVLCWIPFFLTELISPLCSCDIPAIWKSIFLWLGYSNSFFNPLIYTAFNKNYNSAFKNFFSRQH
Tat transport – inhibitors of E. coli Tat protein transport. hit rate 0.036% among 340,000. inhibition, % at 10 µM. E. coli MC4100 TorA-mCherry Tat export, fluorescence. AID 488895;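 active = mean replicate inhibition at least 50% and at least half of replicates individually reaching 50%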;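 also: exported cargo escapes ClpAP degradation while cytoplasmic cargo is degraded and loses fluorescence; 0% = median of neutral control wells and 100% = median of NaSCN control wells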
PfHsp90 yeast 2 – reduces growth (ATP signal) of yeast expressing P. falciparum Hsp90; inhibition, % at 9.4 µM; S. cerevisiae expressing PfHsp90, BacTiter-Glo ATP, 48 h; yeast lacking PDR1 and PDR3 efflux regulators; hit rate 0.32% among 310,000;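 active = every replicate shows inhibition above about 80%, whatever the replicate mean, limit read from the data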;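 also: 0% = DMSO neutral controls and 100% = 20 µM radicicol positive controls; yeast relying on Plasmodium falciparum Hsp90 in place of its own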
AddAB inh – less growth of phage-infected E. coli with AddAB; E. coli expressing H. pylori AddAB, absorbance growth; inhibition, % at 11.9 µM; hit rate 0.29% among 330,000; AID 435030; in the data active = inhibition above about 12%;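 also: 0% = vehicle wells of infected cells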
MOR-DOR ag – agonists of human mu-delta opioid receptor heterodimerization; P35372+P41143; cells, OPRM1-OPRD1 heterodimerization, luminescence; activation, % at 9.3 µM; hit rate 0.3% among 340,000; AID 504326; in the data active = activation above about 18%;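 also: 0% = vehicle-treated cells and 100% = reference agonist; values of inactives mirror those of a sister screen read the other way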
PKA-R1A activ – activators of PKA-R1A complex. PKA-R1A dissociation, Cy5-IP20 fluorescence polarization; scaled: DMSO 0%, 113 µM cGMP 100%. AID 504707. P00514+P68181. hit rate 0.083% among 340,000. activation, % at 11.4 µM;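 active = percent activation above the mean of all tested compounds plus 3 SD, cut at about 19% in these data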;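 also: higher means more PKAc released from R1A so a rise in polarization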
Ecoli viability – counter-screen for AddAB inhibitors: E. coli growth inhibition. E. coli V3065 growth, OD600 absorbance, 18 h. inhibition, % at 11.9 µM. hit rate 0.27% among 330,000;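 active = inhibition above the campaign's mean inhibition across all tested compounds plus 3 SD, cut at about 9.9% in these data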;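 also: uninfected addAB+ strain grown without phage in ampicillin broth; 0% = DMSO wells and 100% = ciprofloxacin 0.95 µg/ml wells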
SUMO Mot1 rescue – inhibitors of SUMOylation pathway: yeast Mot1-301 growth rescue | S. cerevisiae Mot1-301 growth rescue, ATP luminescence, 38.5C; percent above DMSO median, 100 means doubled | growth rescue, % at 18.8 µM | hit rate 1% among 320,000 | AID 2716;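 active = every valid replicate shows activation above 250% relative to neutral control wells; inactive = the rest, any valid replicate at or below 250%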;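 also: OY570 slx delta 5 strain wells were the positive control but not used for scaling; some compounds called inactive have numbers as strong as hits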
PKA-R2B act – activators of human PKA-R2B complex | P22694+P31323 | PKA-R2B holoenzyme dissociation, Cy5-IP20 fluorescence polarization; R2B truncated from residue 108, S112A mutant; 0% DMSO only, 100% 113 µM cGMP | activation, % at 11.4 µM | hit rate 0.079% among 340,000;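 active = activation above a cutoff set at the mean over all compounds plus 3 SD, cut at about 18% in these data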;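 also: higher means more holoenzyme dissociation and a rise in polarization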
Target sequence (P31323 whole entry, looked up, other chains not shown, the tested form may be a part): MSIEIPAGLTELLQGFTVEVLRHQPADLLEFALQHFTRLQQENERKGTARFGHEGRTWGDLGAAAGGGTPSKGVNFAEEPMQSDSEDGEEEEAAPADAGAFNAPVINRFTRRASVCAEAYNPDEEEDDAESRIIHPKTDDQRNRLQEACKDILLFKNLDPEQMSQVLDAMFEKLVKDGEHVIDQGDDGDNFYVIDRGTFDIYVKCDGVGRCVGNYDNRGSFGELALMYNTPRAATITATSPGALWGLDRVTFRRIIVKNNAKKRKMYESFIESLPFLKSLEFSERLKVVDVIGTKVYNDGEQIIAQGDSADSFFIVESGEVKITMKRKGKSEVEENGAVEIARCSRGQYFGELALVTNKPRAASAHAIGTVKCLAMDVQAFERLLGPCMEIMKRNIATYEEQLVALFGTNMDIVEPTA
OPRM1-OPRD1 inv – mu-delta opioid heterodimer inverse agonism; cell-based MOR-DOR heterodimer luminescence; P35372+P41143; inhibition, % at 9.3 µM; hit rate 0.21% among 340,000; in the data active = inhibition above about 22%, passing the limit was not always enough;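 also: 0% = cells with DMSO and 100% = wells without cells with DMSO; values of inactives mirror those of a sister screen read the other way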
Starred values were filed as active, the others as inactive; / = no result given.

SMILES	phage Ecoli inh	HTR5A inv ctr	Tat transport	PfHsp90 yeast 2	AddAB inh	MOR-DOR ag	PKA-R1A activ	Ecoli viability	SUMO Mot1 rescue	PKA-R2B act	OPRM1-OPRD1 inv
Cc1c(C(=O)N2CCCCC2)c(S(=O)(=O)NCc2ccc(Cl)cc2)c(C)n1C	-1.7	2	-3	-23	3.9	-1.0	-4	-1.7	-8	4	5
CCOC(=O)C1=NOC(C(=O)NN(C)c2ncc(C(F)(F)F)cc2Cl)C1 (stereo unspecified)	4.7	0	-1	14	-0.3	-2.9	0	-2.4	-3	2	14
COc1ccc(C(=O)COc2cccc(NC(=O)c3ccco3)c2)cc1	1.9	-6	-6	1	1.2	-1.8	-3	-0.7	-27	-4	11
Cc1cc(C)c(C(=O)COC(=O)Cn2cnnn2)cc1C	2.8	-19	-5	/	1.9	-3.9	1	3.8	7	2	19
CC(=O)Nc1cc(NC(C)=O)c2nc(N)sc2c1	2.4	-7	2	-2	1.2	0.1	3	0.6	13	8	0
CCN(CC)CC(=O)N1c2ccccc2Oc2c(c(=O)n(C)c(=O)n2C)C1c1cccc([N+](=O)[O-])c1 (stereo unspecified)	1.3	18	-6	-13	1.3	-1.9	4	0.0	14	-2	10
O=C(CNCC1CCCCC1)Nc1ccccc1N1CCCCC1	1.9	-9	9	/	0.3	5.0	3	0.3	145	4	-29
CC(C)C(OC(=O)/C=C/c1ccc2c(c1)OCO2)C(=O)NC(N)=O (stereo unspecified)	-1.8	3	-3	18	1.8	-0.5	-8	-1.3	195	-5	2
Cn1c(=O)c2[nH]c(COc3ccccc3)nc2n(C)c1=O	1.6	5	7	/	/	-2.3	-3	/	/	-4	12
CCCC(c1nnnn1CS(=O)(=O)c1ccc(C)cc1)N1CCN(C2CCCC2)CC1 (stereo unspecified)	0.1	2	5	-4	1.8	-3.0	2	-2.9	11	0	16
CCOC(=O)[C@@H]1[C@H]2COc3ccc(Br)cc3[C@@H]2N2C(=O)N(c3cccc(Cl)c3)C(=O)[C@]12C	-5.7	-11	10	-12	3.0	-0.6	-1	0.2	-2	-10	3
O=C(NCCOCC(F)(F)C(F)F)c1cc(F)c(F)cc1Cl	2.4	7	2	25	-0.3	-2.8	-3	-0.3	0	5	15
O=C(O)c1ccccc1/C=N/NC(=O)c1cc(-c2ccco2)nc2ccccc12	4.8	-5	-2	-5	0.9	-2.3	-2	0.7	95	2	12
CC1(OC(=O)CCc2ccccc2)C(=O)C=C2C=C(c3ccc(C#N)cc3)N(C3CC3)C=C2C1=O (stereo unspecified)	0.8	0	7	2	0.7	5.1	-3	-3.9	-23	-5	-29
CCN(CC)C(=O)c1ccccc1NC(=O)c1ccccc1SC	-0.9	-4	-2	-8	0.7	-1.2	-3	-1.1	6	3	8

Shown with bars between the fields: two of the compounds above.
SMILES | phage Ecoli inh | HTR5A inv ctr | Tat transport | PfHsp90 yeast 2 | AddAB inh | MOR-DOR ag | PKA-R1A activ | Ecoli viability | SUMO Mot1 rescue | PKA-R2B act | OPRM1-OPRD1 inv
O=C(NCCOCC(F)(F)C(F)F)c1cc(F)c(F)cc1Cl | 2.4 | 7 | 2 | 25 | -0.3 | -2.8 | -3 | -0.3 | 0 | 5 | 15
O=C(O)c1ccccc1/C=N/NC(=O)c1cc(-c2ccco2)nc2ccccc12 | 4.8 | -5 | -2 | -5 | 0.9 | -2.3 | -2 | 0.7 | 95 | 2 | 12

Carrying on.
SMILES	phage Ecoli inh	HTR5A inv ctr	Tat transport	PfHsp90 yeast 2	AddAB inh	MOR-DOR ag	PKA-R1A activ	Ecoli viability	SUMO Mot1 rescue	PKA-R2B act	OPRM1-OPRD1 inv
COc1ccc(C(=O)NCC2COc3ccccc3O2)cc1S(=O)(=O)N1CCOCC1 (stereo unspecified)	1.3	-18	-2	20	-1.6	-2.5	-18	1.8	1	8	9
CCc1ccccc1NC(=O)c1cc(-c2ccc(OC)cc2)on1	4.4	-17	-2	-23	0.3	-2.3	2	1.4	188	-12	11
C/C(=N/NC(=O)c1cc(C2CC2)[nH]n1)c1cccs1	3.2	-1	2	-19	3.1	1.2	-1	2.3	-6	-8	-7
COc1cc(/C=N/NC(=O)C(Cc2c[nH]c3ccccc23)NC(=O)OCc2ccccc2)cc([N+](=O)[O-])c1O (stereo unspecified)	7.0	10	-2	0	6.7	-0.4	5	0.2	-25	-21	2
CCOC(=O)C1(CCOc2ccccc2)CCN(Cc2cc(OC)c3c(c2)OCO3)CC1	4.1	1	-8	15	0.2	13	4	-0.1	/	10	-70
COc1ccc(-c2cc(OC)c3ccccc3n2)cc1	3.6	8	-1	5	3.2	1.2	2	1.2	-8	4	-6
CC1=C(C)CC(C(=O)NCCc2ccc(F)cc2)C(C(=O)O)C1 (stereo unspecified)	2.0	-7	3	11	3.9	-4.6	-15	0.9	0	-2	21
COC(=O)CCc1n[nH]c(=O)[nH]c1=O	0.5	-35	-8	-15	1.2	-2.4	-11	-2.7	-2	2	13
O=C(/C=C/c1ccccc1O)c1ccco1	4.3	0	2	20	8.1	-1.6	-11	0.9	13	-12	8
CCOC(=O)NN1C(=O)c2ccccc2NC1c1cccs1 (stereo unspecified)	1.3	-29	4	7	0.3	-1.8	-5	-1.6	195	-6	8
CCOc1ccc(CN2CCCN(C)CC2)cc1	0.2	0	-7	16	3.4	-1.7	4	0.1	7	1	10
CCOc1ccc(/C=N/n2c(SC)nnc2-c2ccccc2)cc1OCC	2.3	-14	-3	-16	-0.6	-2.2	1	-3.9	81	-4	13
Cc1csc(SC(C)C(=O)NCc2ccc3c(c2)OCO3)n1 (stereo unspecified)	0.7	0	-7	/	1.2	-1.2	-6	4.7	7	-1	6
O=C(CCl)Nc1cccc(S(=O)(=O)N2CCCCCC2)c1	0.4	-16	-3	11	4.8	0.2	1	0.9	2	7	-1
Cc1cccc[n+]1CC(=O)c1ccc(NC(=O)c2ccccc2)cc1	5.4	8	-3	-1	6.3	-0.9	-13	2.4	317*	-1	4
O=C1NC[C@H](Cc2ccccc2)N(CC2CCN(CC3CCCC3)CC2)C1=O	2.8	-11	8	5	/	-1.8	4	/	/	-2	8
CC(C(=O)Nc1ccccc1C(=O)N1CCCC1)n1nnc2ccccc21 (stereo unspecified)	1.5	-32	-6	-11	-0.6	-0.6	1	-0.1	5	-9	3
CSc1ccc(C(=O)C2CCCN(C(=O)c3nn(C)c(=O)c4ccccc34)C2)cc1 (stereo unspecified)	1.4	-12	-12	3	3.6	-2.2	8	0.0	-5	-4	11
Cc1ccc(N2C(=O)N(CC(=O)N(C)Cc3ccccc3)C(=O)C2C)cc1 (stereo unspecified)	2.6	20	1	-11	0.5	0.4	-9	-2.4	-23	7	-2
Cc1csc(NC(=O)CSc2nc(=O)n(CCN(C)C)c3c2CCCC3)n1	0.2	22	4	2	-0.2	-2.6	-1	-0.8	-21	-9	14
COc1cccc(CNC(=O)C(C)n2ccc3cc(S(=O)(=O)N4CCCCCC4)ccc32)c1 (stereo unspecified)	2.0	6	5	12	1.4	0.0	-4	-0.9	-4	4	0
COCCNC(=O)/C(C#N)=C1\N=C(NC(=O)c2cccs2)c2ccccc21	4.2	5	-5	-1	-1.5	-1.9	-2	-1.7	2	8	10
O=C(O)c1ccc(OCCN2CCCC2=O)cc1	-0.2	-17	-4	15	5.3	-2.1	-5	0.9	415	8	12
C=CCn1c(SCC(=O)CC(=O)OCC)nc2cc(C(=O)N3CCC(C(N)=O)CC3)ccc2c1=O	2.1	-6	-11	17	0.7	-1.0	-8	-1.3	7	-11	5
COc1cccc(Cn2c(Oc3ccccc3)nc3c2c(=O)n(C)c(=O)n3C)c1	2.5	7	4	5	0.1	0.7	2	0.6	-4	-5	-4
c1cc(CNCCN2CCNCC2)ccn1	3.8	-11	0	10	/	-3.7	9	/	/	8	18
COc1ccc(NC(=O)COC(=O)Cn2c(C)nc3ccccc32)cc1OC	0.0	-3	21	7	2.2	0.1	-10	-1.6	-6	-12	0
O=C(NC(=S)N1CCN(c2ccc(C(F)(F)F)cc2[N+](=O)[O-])CC1)c1cccs1	0.2	13	3	2	-4.7	-2.8	-7	-2.6	-3	-2	15
CNc1nc(-c2ccc(S(=O)(=O)N3CCCCC3)cc2)cs1	0.8	-16	-12	2	3.8	1.1	-7	1.4	4	-5	-6
COC(=O)COc1ccc(S(=O)(=O)NCc2ccc3c(c2)OCO3)cc1C	2.2	-8	2	-7	2.6	-3.1	-11	1.6	6	-11	15
O=C(NNS(=O)(=O)c1ccc([N+](=O)[O-])cc1)C(=O)Nc1cccc(C(=O)O)c1	0.1	-7	-6	-5	2.2	2.7	-7	-2.5	-3	-9	-14
CCN(CC)S(=O)(=O)c1ccc(Cl)c(NC(C)=O)c1	4.0	-21	-5	-12	1.7	-0.3	7	-2.6	-19	-5	1
O=C(CCC(=O)N1CCCCC1)Nc1nnc(C2CCCCC2)s1	-1.4	-2	2	-6	0.9	-0.3	5	0.3	40	-1	2
CCOC(=O)C1(Cc2ccccc2C)CCCN(C(=O)c2cc(CC)nn2C)C1 (stereo unspecified)	0.7	5	5	12	-1.0	0.1	-11	-2.3	191	-7	-1
CCn1c(SCc2cccc(F)c2)nnc1-c1ccncc1	0.8	-6	-11	-8	/	-0.8	-1	/	-3	2	5
COC(=O)C1C(=O)/C(=C/N(C)C)C(=O)CC1(C)C (stereo unspecified)	4.6	-2	2	-7	4.4	-2.9	-11	-1.2	16	-1	15
CCOC(=O)C1(CCOC)CCN(Cc2ccncc2)CC1	3.5	4	7	-3	2.1	-1.3	-1	2.9	9	3	7
O=C(N/C(=C\c1ccc(Cl)cc1)C(=O)N1CCCCC1)c1ccco1	-0.4	12	-1	17	1.2	-2.0	-4	2.8	10	-1	11
S=C(NC1CCCCC1)N1CCN(c2ncccn2)CC1	2.9	-29	-6	-10	-2.6	-2.5	-4	-0.3	-17	-7	13
NS(=O)(=O)c1ccc(CNC(=O)/C=C/c2ccccc2)cc1	1.7	0	2	13	2.0	-2.8	-1	1.7	-13	5	12
O=C(CCN1C(=O)/C(=C\c2ccccc2F)SC1=S)Nc1ccc(C(=O)O)c(O)c1	0.1	-20	1	-42	1.1	-2.4	-4	-0.3	8	4	14
COC(CNC(=O)[C@H](CSCc1ccccc1)N1Cc2ccccc2C1=O)OC	5.3	21	1	5	1.0	-1.4	-1	-3.6	8	-3	10
C=CCn1cnc2c(c1=O)c1nc3ccccc3nc1n2/N=C/c1ccccn1	-0.1	2	-6	-3	/	-3.3	-1	/	/	2	18
CC[C@@]1(C(=O)OC)N[C@H](CN(C)C(=O)Nc2ccccc2)[C@@H]2C(=O)N(C)C(=O)[C@@H]21	2.6	4	-1	-10	3.0	-1.6	2	0.7	-1	4	7
